Assay outcomes (PubChem BioAssay)
FUS yeast rescue = suppressors of FUS proteinopathy in yeast; S. cerevisiae FUS-expressing, growth rescue, OD600, 24 h; Potency, µM (doses to about 76.6 µM), for the others: at the top dose growth rescue (activation), usual class: activators; actives 0.24% (n = 390,000);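 further: potency means the concentration at half of the fitted maximal effect; plate controls were DMSO vehicle for no effect and reference control for full effect; nearly all actives have a fitted effect of over 55% in size; some results filed as inactive show a strong effect at the top dose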
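Compound concentration series was pinned onto galactose-induced FUS-expressing yeast seeded at OD 0.005. Plates sat 24hr at 30C; absorbance at 600 nm gave growth. DMSO served as background control.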
PI5P4K alpha inh = inhibitors of human PI5P4K alpha; AID 652105; actives 1.2% (n = 330,000); max response, %; P48426; PI5P4Kalpha enzyme, ADP-Glo luminescence, 60 min; active compounds read low; active means max response of -50% or lower; inconclusive means between -30% and -50%; inactive means -30% or higher; further: value at the top dose of about 77 µM; on the % scale 0 is the no-effect control and ±100 the full control effect
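Reactions run in 0.038 M HEPES pH 7.4, 0.28 mM EGTA, 0.1% CHAPS and 5% DMSO, with PI5P4Kalpha, substrate, compound and 5 microM ATP final, one hour at room temperature. Readout is ADP-Glo luminescence.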
IL2 activator = IL-2 activation | IL-2 activation reporter assay, cell-based qHTS; stimulated with anti-CD3/CD4/CD28 beads; in transgenic mouse T cells | activation, % (series mostly up to about 46 µM) | actives 0.065% (n = 360,000) | AID 652025; in the data active means activation above about 50%; inconclusive means mostly about 30% to 49%; further: 0% is about no effect
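First, unstimulated transgenic mouse T cells were exposed to compound for 60 min. Next, anti-CD3/anti-CD4-coated beads with anti-CD28 were added. Finally, after 18 h at 37 degrees C, EGFP and DsRed were imaged.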
Abeta yeast res = compounds reversing amyloid beta toxicity in yeast | yeast expressing A-beta42, growth rescue, OD600, 48 h; response scale: 0% DMSO, 100% iron-clioquinol control | Potency, µM (top dose mostly 46.1 µM), without a hit: top-dose growth rescue, actives largely listed as activators | actives 0.063% (n = 410,000) | AID 1347071; further: potency means the concentration at half of the fitted maximal effect; nearly all actives have a fitted effect of over 55% in size
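Growth rescue measured by 600 nm absorbance after 48 h yeast culture at 30 C with compound. Values normalized between DMSO and an equimolar ferric chloride plus clioquinol control.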
PLK1 PBD inh = PLK1 (human) polo-box domain binding inhibition; Potency, µM, without a hit: max response, negative = inhibition, most hits filed as inhibitors; P53350; actives 2.8% (n = 360,000); Plk1 PBD binding of FITC phosphopeptide, fluorescence polarization; further: potency means the concentration at half of the fitted maximal effect; series mostly up to about 57 µM; on the % scale 0 is the no-effect control and ±100 the full control effect; nearly all actives have a fitted effect of over 65% in size
EPAC1 agonist = agonists of human EPAC1; O95398; EPAC1 agonist qHTS, biochemical assay; response scale: 100% = response to 6.5 mM cAMP; Potency, µM (series often up to 154 µM), for inactives: at the top dose activation, usual class: activators; actives 0.073% (n = 360,000); AID 720707; further: potency means the concentration at half of the fitted maximal effect; nearly all actives have a fitted effect of over 60% in size
Target sequence (O95398 whole entry, looked up): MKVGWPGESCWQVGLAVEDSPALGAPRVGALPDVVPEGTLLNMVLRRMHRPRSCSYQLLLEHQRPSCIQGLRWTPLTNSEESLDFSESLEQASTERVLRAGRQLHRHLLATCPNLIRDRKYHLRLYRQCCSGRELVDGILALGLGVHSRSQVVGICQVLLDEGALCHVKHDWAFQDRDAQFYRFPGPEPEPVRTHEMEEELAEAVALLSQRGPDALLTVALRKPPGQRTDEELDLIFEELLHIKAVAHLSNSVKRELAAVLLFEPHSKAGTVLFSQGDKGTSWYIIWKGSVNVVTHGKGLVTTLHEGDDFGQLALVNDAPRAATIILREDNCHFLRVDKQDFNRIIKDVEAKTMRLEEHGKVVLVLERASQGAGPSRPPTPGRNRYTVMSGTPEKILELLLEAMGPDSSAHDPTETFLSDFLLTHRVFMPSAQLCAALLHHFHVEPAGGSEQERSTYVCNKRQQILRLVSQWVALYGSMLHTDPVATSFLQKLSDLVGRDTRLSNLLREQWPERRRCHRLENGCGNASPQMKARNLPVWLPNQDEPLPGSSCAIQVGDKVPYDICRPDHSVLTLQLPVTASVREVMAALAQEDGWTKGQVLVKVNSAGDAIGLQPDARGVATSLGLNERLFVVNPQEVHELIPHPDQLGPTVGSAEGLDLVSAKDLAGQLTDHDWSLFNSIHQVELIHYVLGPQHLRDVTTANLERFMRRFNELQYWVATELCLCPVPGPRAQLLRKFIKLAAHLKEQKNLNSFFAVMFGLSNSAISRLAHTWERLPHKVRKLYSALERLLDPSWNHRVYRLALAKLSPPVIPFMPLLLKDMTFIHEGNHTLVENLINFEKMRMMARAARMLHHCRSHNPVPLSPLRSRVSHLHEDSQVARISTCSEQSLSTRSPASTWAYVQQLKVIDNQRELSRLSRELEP
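Normalized to 6.5 mM cAMP, activity reflects EPAC1-catalysed release of BODIPY-GDP from Rap1B, followed kinetically over 30 min at 480 nm excitation, 540 nm emission. Reaction contained 100 nM EPAC1, 250 nM Rap1B-BODIPY-GDP, 50 uM GDP.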
EPAC1 antagonist = EPAC1 (human) antagonism; EPAC1 GEF assay, Rap1b-BODIPY-GDP exchange fluorescence; actives 0.14% (n = 360,000); Potency, µM (doses to about 115 µM), for inactives: at the highest dose activity change, negative = inhibition, actives largely listed as inhibitors;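 further: potency means the concentration at half of the fitted maximal effect; plate controls were vehicle for no effect and positive control for full effect; nearly all actives have a fitted effect of over 50% in size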
WRN inhibitor = blocks human WRN helicase; Q14191; WRN helicase unwinding, fluorescent forked duplex, kinetic; Potency, µM (highest dose often 114 µM), without a hit: at the top dose activity change, negative = inhibition, actives largely listed as inhibitors; actives 0.46% (n = 360,000); AID 651768; further: potency means the concentration at half of the fitted maximal effect; on the % scale 0 is the no-effect control and ±100 the full control effect; nearly all actives have a fitted effect of over 55% in size
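Kinetic fluorescence helicase assay: unwinding of a quenched forked DNA duplex (100 nM final) with 2 mM ATP final raises red fluorescence (525/598 nm). Compounds sat 15 min at room temperature with 20 nM WRN beforehand.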
An asterisk follows results filed as active; ? = inconclusive; nt = no result given; [ ] = remark or other dose. Unless noted, the call rests on the fitted dose curve; in most records, active means well fitted curve in the direction sought with a large enough effect; inconclusive means small, poorly fitted or top-dose-only effect, or another doubt; inactive means no such curve, though single readings can be large; an effect the other way counts as inactive or inconclusive.

SMILES | FUS yeast rescue | PI5P4K alpha inh | IL2 activator | Abeta yeast res | PLK1 PBD inh | EPAC1 agonist | EPAC1 antagonist | WRN inhibitor
COC(=O)c1nnn(-c2cccc(Cl)c2)c1C(=O)OC | -1% | -6 | 0.0 | 16% | 0% | 1% | 10% | 14%
COc1ccc(Cc2nnc(CCc3ccccc3)s2)cc1 | -9% | 1 | 0.2 | -4% | 1% | -10% | 4% | 3%
COc1ccc(C(=O)c2cccc(C(=O)c3ccc(OC)c(C)c3)c2)cc1C | -6% | 0 | 0.6 | -12% | 5% | 6% | 3% | -1%[57.1 µM]
O=C(Nc1ccc(C(=O)N2CCCC2)cc1)c1ccc(F)cc1Cl | 19% | -8 | -3.9 | -2% | -9% | 0% | 1% | -27%
O=C(N=C1SC2CS(=O)(=O)CC2N1c1ccc(F)c(Cl)c1)C1CCCO1 (stereo unspecified) | 1% | 2 | -1.8 | 6% | -4% | -16% | -3% | 8%
O=c1oc2cc(OCc3c(F)cccc3Cl)ccc2cc1-c1ccccn1 | -26% | -1 | 0.3 | 13% | -4% | 2% | 14% | 5%
CCCOC(=O)c1ccc(-c2c(C)noc2-c2ccc(OC)cc2O)o1 | 13% | 0 | -2.8 | 3% | -12% | 19% | -10% | -9%
Cc1ccsc1C(=O)Nc1cc(C(C)(C)C)nn1-c1ccccc1 | 3% | nt | 0.7 | 0% | -5% | 9% | -11% | -8%
Cc1sc(NC(=O)c2cc(-c3ccc(Cl)cc3)nc3ccccc23)c(C(N)=O)c1C | 29% | ? | -0.5 | 2% | 13µM* | 7% | -6% | -10%
CCOC(=O)C1CCN(C(=O)COC(=O)c2ccc(=O)n(Cc3ccccc3)n2)CC1 | 13% | -2 | -0.9 | 24% | 4% | -1% | -7% | 0%
O=C(COc1ccccc1)N1CCN(S(=O)(=O)c2ccc(Br)cc2)CC1 | 31% | 6 | -0.1 | 2% | 2% | 6% | -17% | -1%
O=C(c1ccco1)N1CCN(C2CC(=O)N(c3ccc(C(F)(F)F)cc3)C2=O)CC1 (stereo unspecified) | nt | 4 | 1.1 | 0% | -15% | -7% | -3% | -13%
Cc1ccc(C(=O)COC(=O)CNC(=O)CN2C(=O)c3ccccc3C2=O)cc1 | -12% | -3 | 0.5 | 7% | -7% | 8% | -14% | -8%
COc1ccc(N2CCN(C3CCN(S(=O)(=O)c4ccc(F)cc4)CC3)CC2)cc1 | -15% | -11 | -3.9 | -7% | 1% | 5% | -15% | 0%
COc1ccc(-c2nc(CS(=O)CC(=O)NCc3ccc(Cl)cc3)c(C)o2)cc1 (stereo unspecified) | 8% | 1 | -2.8 | -13% | -26% | -5% | 7% | 0%
CCCCCc1c(O)nc(SCCN2CCOCC2)[nH]c1=O | 2% | -18 | 6.7 | -4% | ? | 2% | 10% | -4%
N#Cc1cccc(C2CC(OCCF)=CC(=O)O2)c1 (stereo unspecified) | 4% | -1 | -0.1 | -10% | -7% | 1% | 26% | 1%
CC1(C(=O)O)CCC(C(=O)Nc2ccc(OC(F)(F)Cl)cc2)C1(C)C (stereo unspecified) | -26% | 0 | -0.1 | 10% | -5% | -1% | -10% | -6%
COc1cc(/C=C/C(=O)OCC(=O)N2CC(C)OC(C)C2)ccc1OCC#N (stereo unspecified) | -35% | 2 | -1.9 | 9% | -15% | 16% | 4% | 4%
O=C(COC(=O)c1ccc(OC(F)(F)F)cc1)NCCN1C(=O)CSC1=O | -2% | 11 | 0.6 | -14% | 0% | 9% | -5% | -9%
Cc1cc(C)n(CC(=O)N2CCCC(N3CCN(c4ccc(F)cc4)CC3)C2)n1 (stereo unspecified) | nt | 8 | -1.1 | -7% | -11% | 7% | -6% | -10%
CCOC(=O)C1CCCN(C2CC(=O)N(c3ccc(C)cc3)C2=O)C1 (stereo unspecified) | -9% | nt | 1.7 | -78%[inhibitor] | -5% | 0% | 6% | 3%[57.1 µM]
COc1ccc(-c2cc(C)no2)cc1S(=O)(=O)N1CCCCC1 | -4% | 2 | -0.9 | -14% | 3% | -10% | 1% | 4%
CC1(C)c2ssc(=S)c2-c2ccccc2N1C(=O)c1ccco1 | 1% | -21 | -1.7 | -8% | 15µM* | 1% | -12% | 14%
COc1ccccc1OCC(=O)Nc1ccc(S(=O)(=O)Nc2nc(C)cc(C)n2)cc1 | 19% | nt | -0.1 | 2% | -7% | -1% | -4% | -6%

One compound at a time (already shown). Screens in order: FUS yeast rescue | PI5P4K alpha inh | IL2 activator | Abeta yeast res | PLK1 PBD inh | EPAC1 agonist | EPAC1 antagonist | WRN inhibitor
COc1ccccc1OCC(=O)Nc1ccc(S(=O)(=O)Nc2nc(C)cc(C)n2)cc1 across the screens: 19% | nt | -0.1 | 2% | -7% | -1% | -4% | -6%
COc1ccc(-c2cc(C)no2)cc1S(=O)(=O)N1CCCCC1 across the screens: -4% | 2 | -0.9 | -14% | 3% | -10% | 1% | 4%
CCCOC(=O)c1ccc(-c2c(C)noc2-c2ccc(OC)cc2O)o1 across the screens: 13% | 0 | -2.8 | 3% | -12% | 19% | -10% | -9%

Next part:
SMILES | FUS yeast rescue | PI5P4K alpha inh | IL2 activator | Abeta yeast res | PLK1 PBD inh | EPAC1 agonist | EPAC1 antagonist | WRN inhibitor
O=C(O)/C(=C\c1ccco1)NC(=O)c1ccc(Br)o1 | 7% | -17 | -0.1 | 15% | -16% | 13% | 3% | -16%[11.6 µM]
O=C(NNC(=O)c1cnccn1)c1ccc(Cl)c(Cl)c1 | 16% | -8 | -0.7 | 22% | 0% | -5% | -4% | 2%
Cc1c(Cl)cccc1NC(=O)CSc1ncnc2c1cnn2CCc1ccccc1 | -15% | -1 | -0.1 | 11% | -9% | 8% | 2% | 3%
CC(C)[C@H](NC(=O)C1CCN(S(=O)(=O)c2ccccc2)CC1)C(=O)NCc1ccccn1 | 2% | -2 | -1.4 | 10% | -1% | 6% | -16% | 2%
CN(C(=O)CN1CCN(c2cnn(-c3ccccc3)c(=O)c2Cl)CC1)C1CCS(=O)(=O)C1 (stereo unspecified) | nt | 2 | -1.0 | 2% | 5% | 3% | -13% | -1%
COCCC(=O)N1CCC(Oc2ccc(C(=O)N3CCCCC3COC)cc2)CC1 (stereo unspecified) | 10% | -1 | 0.1 | 5% | 1% | -5% | -9% | 0%
CN(Cc1ccccc1)C(=O)c1cccc(C(=O)N(C)Cc2ccccc2)c1 | 12% | 0 | 0.3 | 9% | -3% | 4% | -6% | 8%
COc1ccc(CNC(=O)c2[nH]c(C(F)(F)F)nc2-c2ccccc2)cc1 | 18% | 4 | -0.4 | -10% | 7% | -4% | -8% | -13%
O=C(CNC(=O)c1ccccc1F)OCCOc1cccc(Cl)c1 | 13% | -3 | 1.0 | 5% | 5% | -1% | -7% | -9%
Cc1cc(C)n(C(=O)CNC(=O)Cc2ccccc2)n1 | 14% | nt | 12 | 15% | -1% | -10% | -6% | -1%
C[C@@]12C(=O)Nc3cc(Cl)ccc3C(=O)N1[C@H]1c3cc(Cl)ccc3OC[C@@H]1[C@@H]2c1ccccc1 | -7% | -7 | 0.0 | 15% | 8% | -4% | -6% | -4%
C=CCn1c(SCC(=O)Nc2ccc(F)cc2)nc2ccccc2c1=O | -16% | 0 | 0.7 | -10% | -8% | -2% | 7% | -2%
COc1ccc(CCNC(=O)/C=C/c2ccco2)cc1 | 13% | -17 | 3.5 | 0% | 0% | 2% | 1% | -12%
C=CC(=O)Nc1ccc(Br)cc1 | -46% | -6 | -1.2 | -12%[9.22 µM] | 2% | 5% | 0% | -6%
Cc1ccc(NC(=O)CSc2ncn[nH]2)cc1 | 0% | 0 | 0.5 | -6% | -7% | 12% | 3% | -3%
Cc1cc(C)nc(SCC(=O)Nc2nc(-c3ccccc3)c(-c3ccccc3)o2)n1 | 30% | -3 | 0.0 | -24% | -6% | 3% | -8% | -8%
O=S1(=O)N[C@H](Cc2ccccc2)COc2cccc(N3CCC[C@H]3CO)c21 | 18% | 1 | -0.4 | 24% | 1% | 6% | 2% | 0%
CCCC(C)NC(=O)C1CCN(S(=O)(=O)c2ccccc2)CC1 (stereo unspecified) | 23% | nt | -2.5 | -7% | -7% | -3% | 12% | 4%
CCC(C)[C@H]1CNC(=S)N1CCC12CC3CC(CC(C3)C1)C2 (stereo partly specified) | -8% | 0 | -0.4 | 16% | -3% | 3% | -23% | -2%
O=C(CNC(=O)c1ccc(-c2ccccc2)cc1)OCc1ccc(Cl)cc1 | 3% | 3 | -0.2 | -8% | -3% | 3% | 13% | -4%
CCN1CCN(CCC(=O)Nc2cc(OC)ccc2OC)CC1 | 10% | -6 | 1.4 | -3% | -12% | 3% | -5% | -23%
C=CCn1c(SCC(=O)Nc2ccc(-c3nc4ccc(C)cc4s3)cc2)nnc1-c1ccccc1 | nt | -18 | 1.2 | -13% | -6% | 3% | -5% | ?
O=C(c1ccc(CS(=O)(=O)Cc2ccc(Cl)cc2)o1)N1CCCC1 | 9% | nt | -2.4 | 9% | 0% | 3% | -7% | -6%
COc1ccc(-c2nnc(SC(C)C(=O)NNC(=O)c3ccc(C)cc3)o2)cc1 (stereo unspecified) | -13% | -2 | -0.9 | 11% | -11% | 6% | -8% | 1%
CN(Cc1ccccc1N1CCCC1)C(=O)c1cc2cc(Cl)ccc2o1 | 22% | 17 | -0.2 | -32%[inhibitor] | -8% | 8% | -6% | -7%
New compounds follow:
SMILES | FUS yeast rescue | PI5P4K alpha inh | IL2 activator | Abeta yeast res | PLK1 PBD inh | EPAC1 agonist | EPAC1 antagonist | WRN inhibitor
COC(=O)C(=O)/C=C(\O)c1c(C)cc(C)cc1C | -3% | 11 | 1.4 | ? | -6% | 7% | 21% | -9%[57.1 µM]
CCC1(CC)NC(=O)N(CC(=O)OCC(=O)c2ccccc2OC)C1=O | -1% | -3 | -2.9 | -6% | 1% | -9% | 4% | -1%
Cc1cc(=O)[nH]c(N=N/C(=N/Nc2ccccc2C)c2ccccc2)n1 | ? | 0 | 1.3 | -16% | -17% | 5% | -6% | 2%
CC(=O)Nc1ccc(S(=O)(=O)Oc2cccc(/C=C3\SC(N)=NC3=O)c2)cc1 | ? | ? | -0.5 | -7% | 4.2µM* | -12% | -20% | 79µM*
Cc1ccc2c(NC(=S)NC(=O)c3ccccc3)cccc2n1 | 42% | -2 | -1.1 | 12% | ? | 0% | -3% | 0%
O=C(/C=C/c1ccccc1)NC(=S)NNC(=O)c1cccnc1 | 22% | -25 | -1.6 | ? | -8% | 5% | 1% | -3%
O=C(CCn1c2c(c3ccccc31)CCCC2)NNC(=O)c1ccccc1[N+](=O)[O-] | 22% | -8 | -0.2 | 9% | 0% | -9% | 0% | -9%
